IL1B cytotox: HUVEC cytotoxicity counter-screen, IL-1B stimulated; HUVEC cell count loss, Hoechst imaging; cell count reduction, % at 2 µM; 94,000 tested, 0.41% active; AID 845;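 active means cell count reduction more than 3 SD above the screen-wide mean, cut at about 70% in these data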;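 further: normalized per plate to untreated control cells as the no-loss baseline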
FAK blocker: inhibitors of human focal adhesion kinase. 97,000 tested, 0.84% active. inhibition, %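 (tested at 7 µM)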. AID 727. biochemical FAK kinase activity assay; in the data active means inhibition above about 19%;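 further: 0% = DMSO and 100% = reference compound high control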
VCAM1 TNFa inh: reduces TNF alpha induced VCAM1 expression in HUVEC | HUVEC TNFa-induced VCAM-1 immunofluorescence, high-content imaging | inhibition, % at 2 µM | 95,000 tested, 0.48% active;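 active means inhibition above the batch mean plus 3 SD, with images confirmed as a hit by eye, cut at about 37% in these data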;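 further: 0% = TNF-stimulated DMSO wells and 100% = unstimulated control wells; not every result past the cut was called active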
ERa coact inh: ER-alpha (human) coactivator binding inhibition; P03372; 86,000 tested, 1.7% active; TR-FRET ER-alpha LBD / SRC-1 peptide, estradiol-bound; AID 629; inhibition, % at 25.6 µM; in the data active means inhibition above about 50%;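 further: 0% = receptor plus peptide control and 100% = peptide only without receptor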
LYP inh 2: blocks human PTPN22 phosphatase activity. Q9Y2R2. recombinant LYP catalytic domain, DiFMUP fluorescence. inhibition, % at 2 µM. 96,000 tested, 0.21% active;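 active means inhibition at 2 µM at or above a set limit, the screen mean plus 3 SD, cut at about 24% in these data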;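 further: 0% = DMSO with enzyme and 100% = enzyme fully blocked by orthovanadate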
cytoskel mod: alters cytoskeleton assembly in HUVEC cells; HUVEC TNFa F-actin phalloidin imaging, high content; 91,000 tested, 0.18% active; inhibition, % at 2 µM; AID 836;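 active means inhibition above the batch mean plus 3 SD and confirmed as a hit by visual image inspection, cut at about 30% in these data, passing the limit was not always enough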; further: strong numbers were not always called active
PTK2B oligo ant: Pyk2 (human) oligomerization antagonism | z-score (the deposit names both 25 µM and 10 µM) | Q293 cells, Pyk2 FERM NanoBiT luminescence; stronger effect = lower value | 99,000 tested, 0.83% active | Q14289 | AID 1347419;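 active means Z-score of -3 or lower, scaled per plate to the spread of control and sample wells; inactive means z-score above -3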;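 further: negative z-score means lost luminescence so less FERM oligomerization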
Target sequence (Q14289 whole entry, looked up): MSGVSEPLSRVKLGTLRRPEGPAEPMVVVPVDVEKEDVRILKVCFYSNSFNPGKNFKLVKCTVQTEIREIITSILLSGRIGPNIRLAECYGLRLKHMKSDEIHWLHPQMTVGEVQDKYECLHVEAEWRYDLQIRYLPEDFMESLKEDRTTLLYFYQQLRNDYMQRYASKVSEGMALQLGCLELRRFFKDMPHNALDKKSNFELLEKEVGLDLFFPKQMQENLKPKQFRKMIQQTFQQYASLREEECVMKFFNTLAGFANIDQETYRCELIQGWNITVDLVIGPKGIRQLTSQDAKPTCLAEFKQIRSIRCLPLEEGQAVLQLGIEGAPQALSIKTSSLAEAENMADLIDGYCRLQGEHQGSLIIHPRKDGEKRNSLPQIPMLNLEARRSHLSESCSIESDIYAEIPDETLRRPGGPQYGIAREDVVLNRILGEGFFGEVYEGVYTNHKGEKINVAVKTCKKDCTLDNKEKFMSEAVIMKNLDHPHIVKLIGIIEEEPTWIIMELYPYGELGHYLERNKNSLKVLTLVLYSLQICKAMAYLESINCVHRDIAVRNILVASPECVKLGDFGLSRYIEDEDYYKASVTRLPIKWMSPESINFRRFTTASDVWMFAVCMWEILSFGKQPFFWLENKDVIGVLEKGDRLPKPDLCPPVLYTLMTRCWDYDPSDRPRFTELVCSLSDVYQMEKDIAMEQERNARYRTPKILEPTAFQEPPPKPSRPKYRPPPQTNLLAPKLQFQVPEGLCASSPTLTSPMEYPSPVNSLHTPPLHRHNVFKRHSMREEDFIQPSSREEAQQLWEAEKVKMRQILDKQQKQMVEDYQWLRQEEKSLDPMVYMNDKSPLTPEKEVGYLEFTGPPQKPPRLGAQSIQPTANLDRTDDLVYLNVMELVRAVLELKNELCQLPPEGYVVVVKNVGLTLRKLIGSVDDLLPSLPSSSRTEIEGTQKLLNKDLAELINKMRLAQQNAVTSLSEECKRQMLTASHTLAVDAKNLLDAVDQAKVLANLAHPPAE
TNFa cytotox: toxic to HUVEC cells under TNF alpha stimulation | cell count reduction, % at 2 µM | HUVEC TNFalpha-stimulated, Hoechst cell count, imaging | AID 848 | 93,000 tested, 0.17% active;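 active means cell count reduction exceeding the screen mean by over 5 SD, scaled to untreated wells per plate, cut at about 78% in these data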;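 further: cells counted after 24 h of TNF alpha exposure following the 1 h pretreatment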
PTPN22 act: increases human PTPN22 phosphatase activity; recombinant LYP, DiFMUP fluorescence; 0 = plate median, 100 = signal doubled; Q9Y2R2; activation, % at 2 µM; 96,000 tested, 0.11% active;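 active means activation at 2 µM above a set limit, the mean plus 5 SD, cut at about 37% in these data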
* hit, by the source's call; / = not tested or not shown; [ ] = another dose, or the depositor's remark. No enrichment for hits; about 3.8% have a hit in one of these screens.

SMILES	VCAM1 TNFa inh	FAK blocker	PTPN22 act	ERa coact inh	TNFa cytotox	PTK2B oligo ant	cytoskel mod	LYP inh 2	IL1B cytotox
COc1cc2c(cc1NC(=O)CCCN1C(=O)CCC1=O)oc1ccccc12	6	2	3	-10[fluorescence artefact?]	-2	-0.32	-10	-7	-15
COCC(=O)Nc1sc2c(c1C(=O)OC)CCCC2	9	0	5	-22	-10	0.74	3	-11	-36
Cc1ccc(S(=O)(=O)c2nc(S(=O)(=O)c3ccc(C)cc3)c(NCc3ccco3)s2)cc1	4	-1	-10	/	-24	0.77	0	10	-8
c1ccc(C2=Nc3ccccc3SC2c2nc3ccccc3[nH]2)cc1 (configuration not stated)	11	-1	1	3[fluorescence artefact?]	-9	/	15	2	-9
COc1cccc2c(=O)n(CC(=O)N3CCN(c4ccccc4)CC3)ccc12	6	-2	-7	-4	-6	/	10	6	-4
CCCS(=O)(=O)N1CCCC(C(=O)NCCCN(C)Cc2ccccc2)C1 (configuration not stated)	-10	-3	13	1	-12	0.28	-21	-14	-96
COc1cccc(OC)c1OCCOc1ccccc1OC(C)C	-6	2	0	-3	18	-0.18	-14	-1	-14
O=C(NCCN1CCOCC1)c1ccncc1	6	-4	8	6	-21	0.81	7	-9	-5
CCOC(=O)c1c(-c2ccc(C)o2)csc1NC(=O)CSc1nnnn1-c1ccccc1	6	-2	-4	1	-16	1.3	-5	3	-24
COc1ccc(/C=C/C(=O)Nc2sc3c(c2C(=O)NCc2cccnc2)CCCC3)cc1	-7	0	-8	/	-32	-1.4	-11	8	-12
Cn1c(CNC(=O)Nc2ccccc2Cl)nnc1SCc1ccccc1	14	-1	8	-33	-21	0.14	-68	-9	-22
COC(=O)N/N=C(\C)c1ccccc1Br	2	3	7	3	-16	-0.01	0	-4	0
O=C(COc1ccc(-n2cnnn2)cc1)N1CCN(c2ccc(F)cc2)CC1	-2	6	3	-4	2	0.78	-11	-5	-11
O=C(Cn1c(CN2CCCCC2)nc2ccccc2c1=O)NC1CCCCC1	/	2	0	-8	/	-0.05	/	-3	-12
O=C(CN(c1ccc(F)cc1)S(=O)(=O)c1ccc2c(c1)OCCO2)NCc1ccncc1	6	-1	-2	-10	-14	0.68	-24	-1	/
CCOC(=O)C1C(=O)C=C(N2CCOCC2)CC1c1cccc(OC)c1 (configuration not stated)	32	3	-1	-6	11	0.2	-15	1	-22
O=C(c1ccc(Cl)cc1)c1ccccc1C(=O)N1CCOCC1	-11	-2	-14	38	21	1.1	-5	10	7
Cc1ccc(-c2nnnn2CS(=O)(=O)c2ccccc2)cc1	14	1	10	3	-8	-0.45	-4	-3	3
COc1ccc(OCCOCC(O)CN2CCOCC2)cc1 (configuration not stated)	2	-1	-3	4[fluorescence artefact?]	-23	0.09	17	-1	16
CCCCC1CC(CSC(=N)N)OC1=O (configuration not stated)	-8	0	2	-7	-5	-0.26	5	1	2
CCOC(=O)c1cc(-c2cccnc2)nn1-c1ccccn1	9	-3	-4	-2	-5	0.35	-13	0	-8
O=C(COC(=O)c1cccc(Oc2ccccc2)c1)NCc1ccco1	-18	1	14	/	-19	2.3	-6	-12	-17
CC#CCCCC(=O)Nc1ccccc1C(=O)O	15	-6	0	6	-23	-0.23	-7	1	8
CCNS(=O)(=O)c1ccc(C(=O)Nc2ccccc2)cc1	1	1	13	0[fluorescence artefact?]	-5	0.62	/	-12	-8
CCOC(=O)C1CCCN(S(=O)(=O)c2cccc3cccnc23)C1 (configuration not stated)	2	-1	-6	3	3	0.26	-4	6	-7

The list goes on, overlapping the part above by 2 compounds.
SMILES	VCAM1 TNFa inh	FAK blocker	PTPN22 act	ERa coact inh	TNFa cytotox	PTK2B oligo ant	cytoskel mod	LYP inh 2	IL1B cytotox
CCNS(=O)(=O)c1ccc(C(=O)Nc2ccccc2)cc1	1	1	13	0[fluorescence artefact?]	-5	0.62	/	-12	-8
CCOC(=O)C1CCCN(S(=O)(=O)c2cccc3cccnc23)C1 (configuration not stated)	2	-1	-6	3	3	0.26	-4	6	-7
COCCN(CC(=O)NC1CCCCC1)C(=O)CSc1nc2ccccc2o1	17	3	6	/	-18	0.69	13	-2	-26
Cc1nn(Cc2ccc(Cl)c(Cl)c2)c(C)c1NC(=O)c1sc2ccccc2c1Cl	-18	-5	-11	/	-15	-0.12	4	8	-2
CCc1ccc(NC(=O)CSc2nnc(Cc3cccn3C)n2-c2ccc(OC)cc2)cc1	3	-2	3	-1	-20	/	17	-5	-3
CCOC(=O)Cc1csc(NC(NC(=O)OCC)(C(F)(F)F)C(F)(F)F)n1	-3	-1	5	/	-4	0.43	-3	-5	4
O=c1cc(CN2CCN(c3ccccc3F)CC2)c2cc3c(cc2o1)CCCC3	9	2	-15	-5[fluorescence artefact?]	-24	-0.39	/	16	7
O=C(CSc1nnc(-c2cccnc2)n1-c1ccccc1)N1CCN(c2ccc(F)cc2)CC1	8	3	8	-7	-12	0.65	/	-7	-13
CCOC(=O)c1ccc(NC(=O)CSc2nnc(-c3ccncc3)n2C)cc1	2	-1	-6	-24	-31	0	-2	6	-30
CC(C)Oc1ccc(C(=O)CCN2CCCCC2)cc1	7	-1	-4	7	1	-0.11	3	-4	-3
CCC(C)N1C(=O)c2ccccc2C1C(=O)NC1CCCCCC1 (configuration not stated)	-8	1	2	-1	-30	0.6	34	-4	-12
Cc1cc2c(c(=O)n1CCN(C)C)C(c1ccc(Br)cc1)C(C#N)=C(N)O2 (configuration not stated)	-12	4	-2	-10[fluorescence artefact?]	-2	1.1	49	0	4
O=C(c1ccccc1)C1CN(c2ccccc2)CC1c1ccc(Cl)cc1 (configuration not stated)	17	-3	-8	/	6	0.27	-19	11	-58
COc1cccc(C2C(C(=O)c3sc(C)nc3C)=C(O)C(=O)N2CCN2CCOCC2)c1OC (configuration not stated)	-33	-1	5	5	-15	0.62	-11	-7	-30
COc1ccccc1NC(=O)Cn1cnc2c(oc3ccccc32)c1=O	18	2	6	4	-12	/	1	-11	-4
O=C(O)CC(C(=O)Nc1cccc(C(F)(F)F)c1)C1CCCO1 (configuration not stated)	-10	-3	0	-5	-38	0.75	8	-4	-22
Cc1ccc(-c2nc(C#N)c(NCCN3CCCCC3)o2)cc1	-44	6	-2	5	-14	0.42	9	-3	-27
Cc1ccc(CSc2nc3c(c(=O)[nH]2)C(c2ccncc2)C2=C(CCCC2=O)N3)cc1 (configuration not stated)	20	4	2	3	-24	-1.2	-10	-1	-7
O=C(CCS(=O)(=O)c1ccccc1)Nc1nc2c(s1)COc1ccccc1-2	25	3	-2	-13[fluorescence artefact?]	-65	/	46*	1	-26
O=C(NC1CCCc2ccccc21)c1ccc(CNc2c(N3CCOCC3)c(=O)c2=O)cc1 (configuration not stated)	0	-3	1	-5	-6	/	7	-2	6
CCN(CC)C(=O)c1cc(-c2ccccc2OC)on1	8	0	-5	/	6	-1.4	-11	3	1
OCCn1c(CSc2nc3ccccc3n2CCO)nc2ccccc21	11	0	3	4	-8	0.32	-36	-4	-4
CC(=NCc1ccco1)c1c(C)[nH]n(-c2nc3ccccc3s2)c1=O	1	0	0	21	-20	1.2	3	0	-12
CCc1ccc(C(=O)CC2(O)C(=O)N(CN3CCOCC3)c3ccccc32)cc1 (configuration not stated)	0	0	11	1	-19	1.6	-4	-13	-26
Cc1nn(Cc2ccccc2Cl)c(C)c1NC(=O)c1noc2c1CCCCC2	-16	3	-6	-20	-7	-0.68	-9	3	5
Cc1ccc(-n2ncc3c(=O)[nH]cnc32)c(C)c1	-27	-6	15	-6	-6	0.31	-2	-16	2
CCOc1nc(N(C)C)nc(-n2nnc(C(C)=O)c2C)n1	8	-5	-1	1	-13	0.39	-27	0	-5
Cc1cccc(NC(=S)NNC(=O)c2csc(C(C)C)c2)c1	6	0	-6	-50	-37	-0.72	-4	7	-11
CCOc1ccc(S(=O)(=O)NCc2ccc(F)cc2)c2cccnc12	-3	-9	-3	4	-17	-0.55	25	2	-22
O=C(Cc1ccccc1)NCC(=O)OCC(=O)c1cccs1	-2	6	-1	/	7	-0.16	-23	4	18
O=[N+]([O-])c1ccc(C2CCCC/C2=N/OCc2ccc(F)cc2)c([N+](=O)[O-])c1 (configuration not stated)	-2	2	1	/	4	-0.02	-16	2	11
COc1cc(-c2cc(OC)c3c(C)oc(C)c3c(=O)c2)ccc1O	-22	20*	-7	7[fluorescence artefact?]	-2	-0.25	33	6	-28
CCN(CC)c1ccc(C(=S)N2CCN(c3ccccc3)CC2)cc1	4	0	6	2	-39	-0.25	18	-7	-10
CCOC(=O)Cn1cnc2c(C#N)c3n(c2c1=O)CCCCC3	-1	-2	-7	-7	6	-0.37	29	5	-19
Cc1ccc(OC(C)C(=O)O)cc1C (configuration not stated)	-1	0	-4	39	-14	0.88	-6	4	15
CCCCNC(=O)NNC(=O)c1ccoc1C	-1	-4	12	/	15	-0.22	-19	-8	-47
CCCOC(=O)C(C)n1c(-c2ccccc2)nc2ccccc2c1=O (configuration not stated)	6	-10	9	/	7	-0.62	-27	-3	-12
Cc1ccc(-c2nn3c(C)nnc3s2)cc1N	-5	-1	7	4	-22	1.5	-18	-8	12
CN1C(=O)c2ccccc2C(C(=O)NCCCN2CCCC2)C1c1c[nH]c2ccccc12 (configuration not stated)	6	-3	0	-3	-19	0.14	11	2	26
CCOC(=O)c1cnc2c(C)c(-c3ccccc3)[nH]n2c1=O	12	-2	2	/	-7	0.16	-11	-5	1
COc1ccc(C2CC(=O)C(C=NCCCN3CCOCC3)=C(O)C2)cc1 (configuration not stated)	9	-1	-5	/	-5	-0.02	-17	8	-24
Cc1ccc(S(=O)(=O)NCc2ccc(C(=O)NCCCN3CCN(C)CC3)cc2)cc1	8	-3	-4	-1	-27	0.43	6	2	-54
Cn1c(SCc2ccc(C#N)cc2)nnc1-c1cccc(Cl)c1	3	-9	-5	-12	-4	-0.6	3	3	10
O=C(Nc1ccccc1C(F)(F)F)NC1CCCCCCC1	-5	-1	4	3	16	-0.08	2	-7	-25
CN(C(=O)c1cc2nc(-c3ccco3)cc(C(F)(F)F)n2n1)C1CCCCC1	17	0	4	7[fluorescence artefact?]	-30	-0.68	35	-7	-12
CCOC(=O)N1CCN(c2c(N3CCN(c4cccc(C)c4C)CC3)c(=O)c2=O)CC1	-3	-5	4	/	-17	/	0	-7	-5
O=C(O)C(c1ccccc1)C1(O)CCCC1 (configuration not stated)	-16	-5	9	-4	0	-0.66	26	-6	-13
CCOC(=O)C(C(=O)OCC)c1cc(Br)c2noc3c2c1C(=O)c1ccccc1-3	14	15	-11	/	2	-0.64	-35	9	0
Cc1ccc2cc(C#N)c(N3CCCN(S(=O)(=O)c4ccc(F)cc4)CC3)nc2c1	/	-1	0	44[fluorescence artefact?]	/	0.25	/	-1	-33
O=C(CN1C(=O)NC2(CCc3ccccc32)C1=O)Nc1ccc(N2CCOCC2)cc1 (configuration not stated)	-3	0	-4	/	-20	-0.57	10	4	6
O=C(Cc1ccc(Br)cc1)N1CCCCCC1	8	-1	-2	6	2	0.18	22	2	-11
C=CCn1c(SCC(=O)Nc2cccc(OC)c2)nnc1-c1cccnc1	23	-6	1	1	-33	/	15	-3	-29
O=C(NCc1ccco1)c1cc2nc(-c3ccc4c(c3)OCO4)cc(C(F)(F)F)n2n1	10	-3	-1	35	1	-0.38	/	-2	34
Cn1c(CSc2nc3ccccc3s2)nnc1SCC(=O)NCc1ccccn1	7	-3	1	3	-6	2.3	3	-1	2

Source: PubChem BioAssay (several laboratories)
